Bioassay records as filed in PubChem.
HCV inhibitor: qHTS Assay for Inhibitors of Hepatitis C Virus (HCV); Huh7.5.1 HCVcc-Cre infection, luciferase reporter, 44 h; Potency, µM (top dose mostly 41.8 µM), inactives show at the highest dose activity change, negative = inhibition, most hits filed as inhibitors; 3.4% of 340,000 active; AID 651820, 2012; further: potency means the concentration at half of the fitted maximal effect
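Antiviral activity was scored by luciferase reporter output from cells infected with HCVcc-Cre (~0.5 moi) in presence of compound, 44 h infection period, cells seeded 1,000/well 4 h prior.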
FBPA Giardia inh: qHTS Assay for Inhibitors of Fructose-1,6-bisphosphate Aldolase from Giardia Lamblia; A8B2U2; purified Giardia FBPA; Potency, µM (highest dose often 59.6 µM), for inactives: at the highest dose activity, negative = inhibition, usual class: inhibitors; 0.71% of 290,000 active; AID 2451, 2010; further: potency means the concentration at half of the fitted maximal effect; nearly all actives have a fitted effect of over 55% in size
Target sequence (A8B2U2 whole entry, looked up): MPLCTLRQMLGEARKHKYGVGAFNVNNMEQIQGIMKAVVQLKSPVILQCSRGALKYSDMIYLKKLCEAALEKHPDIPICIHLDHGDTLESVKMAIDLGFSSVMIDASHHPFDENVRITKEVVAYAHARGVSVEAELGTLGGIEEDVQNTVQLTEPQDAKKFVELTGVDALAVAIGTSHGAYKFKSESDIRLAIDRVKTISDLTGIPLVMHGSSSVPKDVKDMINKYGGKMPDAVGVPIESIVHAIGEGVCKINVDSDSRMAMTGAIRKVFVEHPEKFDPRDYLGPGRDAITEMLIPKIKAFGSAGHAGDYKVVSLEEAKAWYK
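Giardia FBPA (40 nM reagent) was preincubated 10 min at RT with compound (up to 57.5 uM final), then substrate plus GAPDH/TPI/NAD/arsenate coupling system with diaphorase/resazurin was added; resorufin fluorescence (525/598 nm) was read after 20 min.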
Sm TGR inh: qHTS Assay for the Inhibitors of Schistosoma Mansoni Peroxiredoxins | Schistosoma mansoni thioredoxin glutathione reductase (TGR), Q962Y6 | purified TGR, DTNB reduction, TNB absorbance 405 nm | Potency, µM (titrated, usually from 114 µM), for inactives: top-dose activity change, negative = inhibition, usual class: inhibitors | 3% of 360,000 active | AID 485364, 2010; further: potency means the concentration at half of the fitted maximal effect; nearly all actives have a fitted effect of over 60% in size
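TGR 20 nM + NADPH 100 uM (dispensed conc.), cpd preinc 15 min RT; start with NADPH (500 uM addition) then DTNB (15 mM addition). Kinetic TNB absorbance, 405 nm filter. Four-parameter Hill fit across titration.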
AmpC inh detg: qHTS Inhibitors of AmpC Beta-Lactamase (assay with detergent). AID 485294, 2010. 0.041% of 370,000 active. Potency, µM (highest dose often 114 µM), for the others: at the highest dose activity change, negative = inhibition, usual class: inhibitors. AmpC hydrolysis of nitrocefin, absorbance 480 nm, 0.01% Triton. P00811;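 further: potency means the concentration at half of the fitted maximal effect; 0% = no-compound wells and -100% = no-enzyme wells; nearly all actives have a fitted effect of over 25% in size; some results filed as inactive show a strong effect at the top dose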
Target sequence (P00811 whole entry, looked up): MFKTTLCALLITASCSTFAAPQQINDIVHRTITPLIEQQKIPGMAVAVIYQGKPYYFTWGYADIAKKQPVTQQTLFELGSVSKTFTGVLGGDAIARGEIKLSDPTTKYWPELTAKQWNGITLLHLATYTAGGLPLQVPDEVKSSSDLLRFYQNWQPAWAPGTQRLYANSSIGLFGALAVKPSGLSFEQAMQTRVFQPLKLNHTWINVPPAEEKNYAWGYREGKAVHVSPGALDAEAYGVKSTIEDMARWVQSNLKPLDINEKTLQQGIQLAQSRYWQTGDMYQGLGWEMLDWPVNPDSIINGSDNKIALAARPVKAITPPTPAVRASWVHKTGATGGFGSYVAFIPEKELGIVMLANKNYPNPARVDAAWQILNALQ
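20 mM phosphate pH 7.0 + 0.01% (detergent screen) or 0.0001% Triton X-100; 5.3 nM AmpC reagent; cpd preinc 15 min RT; nitrocefin (800 uM stock) to start; A480 q20 s × 4 min; Activity was normalised to no-enzyme and no-compound control wells.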
HCMV inh: qHTS Assay for inhibitors of the human cytomegalovirus (HCMV) | HFF cells, HCMV-luciferase reporter, 72 h; hits give low values | activity change, negative = inhibition, % at 57.5 µM | 4.5% of 410,000 active | AID 1259415, 2018; in the data active means activity change below about -60%; inconclusive means no clear call, values can overlap the other calls; inactive means above about -39%
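After 16 h attachment at 37C, HFF cells received test compound and HCMV-luciferase (1 PFU/cell); reporter luminescence read 72 h later, data normalized against buffer-only and known inhibitor Salinomycin.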
AmpC inh no detg: qHTS Inhibitors of AmpC Beta-Lactamase (assay without detergent). P00811. Potency, µM (series often up to 57.1 µM), for the others: top-dose activity change, negative = inhibition, actives largely listed as inhibitors. AmpC nitrocefin hydrolysis, absorbance 480 nm, 0.0001% Triton. 0.52% of 330,000 active. AID 485341, 2010;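 further: potency means the concentration at half of the fitted maximal effect; plate controls were no compound for no effect and no enzyme for full effect; nearly all actives have a fitted effect of over 20% in size; some results filed as inactive show a strong effect at the top dose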
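20 mM phosphate pH 7.0 + 0.01% (detergent screen) or 0.0001% Triton X-100; 5.3 nM AmpC reagent; cpd preinc 15 min RT; nitrocefin (800 uM stock) to start; A480 q20 s × 4 min; Activity was normalised to no-enzyme and no-compound control wells.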
* = called active by the depositor; ? = inconclusive; . = not tested or not shown; & = joins results of further samples; [ ] = dose if it differs, or a comment. Unless noted, the call rests on the fitted dose curve; in most records, active means well fitted curve in the direction sought with a large enough effect; inconclusive means small, poorly fitted or top-dose-only effect, or another doubt; inactive means no such curve, though single readings can be large; an effect the other way counts as inactive or inconclusive. Unless noted, on the % scale 0 is the no-effect control and ±100 the full control effect.

The first two records, to show the layout:
no.	SMILES	HCV inhibitor	FBPA Giardia inh	Sm TGR inh	AmpC inh detg	HCMV inh	AmpC inh no detg
1	O=S(=O)(NC1=NCCC1)c1cccc(NC(=S)Nc2ccc(OC(F)F)cc2)c1	6%	.	.	.	13	-22%
2	COc1ccc2cc(CCNS(=O)(=O)c3c(C)cc(C)cc3C)c(=O)[nH]c2c1	1%	1%	1%	-11%	17	-34%

This part in full (from the top)
no.	SMILES	HCV inhibitor	FBPA Giardia inh	Sm TGR inh	AmpC inh detg	HCMV inh	AmpC inh no detg
1	O=S(=O)(NC1=NCCC1)c1cccc(NC(=S)Nc2ccc(OC(F)F)cc2)c1	6%	.	.	.	13	-22%
2	COc1ccc2cc(CCNS(=O)(=O)c3c(C)cc(C)cc3C)c(=O)[nH]c2c1	1%	1%	1%	-11%	17	-34%
3	CCOC(=O)c1sc(=S)n(-c2ccccc2)c1N(C(C)=O)C(C)=O	-13%	1%	29%	-2%	-7	-13%
4	Cc1nc2ccn(Cc3cccnc3)c(=O)c2cc1C(=O)Nc1ccc(F)cc1F	.	.	-1%	22%	16	.
5	O=C(c1cccn1-c1nnc(N2CCCC2)s1)N1CCN(c2ccc(Cl)cc2)CC1	.	.	-12%	3%	0	.
6	O=c1oc2cc(OCc3ccc(C(F)(F)F)cc3)ccc2cc1-c1ccccn1	14%	7%	0%	2%	-25	-5%
7	Cc1cc2cc(OCc3ccccc3)ccc2n1C	11%	4%	-24%	-8%	71	-21%
8	CCc1nc2sc3c(c2c(=S)[nH]1)CC(C)(C)OC3	?	11%	0%	-8%	-23	-5%
9	COc1cc(Cl)ccc1NC(=O)COc1ccccc1C(=O)N1CCN(c2ccc(O)cc2)CC1	-9%	?	-22%	-13%	?	1%
10	Cc1occc1C(=O)NCc1ccc(C(=O)O)o1	22%	-17%	40µM*	-1%	4	-4%
11	COc1ccc(CCNCc2c(OC)ccc3ccccc23)cc1OC	11µM*	-9%	6%	9%	-12	17%
12	O=C(COC(=O)CCC(=O)c1ccc(F)cc1)NCc1ccco1	16%	2%	7%	?	-10	-6%
13	COc1cccc(NC(=O)Nc2ccc3nsnc3c2)c1	?	-10%	3%	1%	?	?
14	CC(C)c1nc(SCC(=O)Nc2ccc(C(=O)O)cc2)c2c3c(sc2n1)CCCC3	17%	9%	?	-14%	-18	-16%
15	CCNC(=O)COC(=O)/C=C/c1cccc(F)c1	10%	-2%	4%	-1%	0	-19%
16	Fc1cccc(Cl)c1Cn1nnc2c(NCc3ccncc3)ncnc21	10µM*	-1%	?	-2%	?	-18%
17	O=C(CSc1nc2ccc([N+](=O)[O-])cc2s1)NC1CCS(=O)(=O)C1 (configuration not stated)	8%	15%	-17%	-13%	-11	-5%[11.4 µM]
18	Cc1cccc(C)c1NC(=O)CSc1nnc(-c2ccccc2)n1Cc1ccc2c(c1)OCO2	-19%	.	3%	?	-5	5%
19	COc1ccc(/C(N)=N/OC(=O)c2ccc(C)c([N+](=O)[O-])c2)cc1	3%	3%	-4%	?	31	-14%
20	CC1SC(=NC(=O)c2ccco2)NC1=O (configuration not stated)	6%	?	0%	-24%	12	-16%
21	Fc1ccc(F)c(CN2CCN(c3ncccn3)CC2)c1	21%	-10%	-6%	-6%	23	-3%
22	COc1ccc(-n2c(=O)c3ccccc3n(Cc3cccc(C)c3)c2=O)cc1OC	8%	-8%	5%	-1%	-29	7%
23	CCOC(=O)C1CCN(C(=O)c2ccc3snnc3c2)CC1	9%&4%	-1%	-9%	1%	5	-11%
24	COc1cc(C=O)ccc1Oc1cnccn1	20%	3%	.	-5%	-36	-18%
25	Cc1cc(C(=O)CN2C(=O)C(=O)N(C3CCCC3)C2=O)c(C)n1CCc1ccccc1	-8%	.	-13%	-13%	-8	-25%
26	O=C(COC(=O)c1cc(=O)[nH]c(=O)[nH]1)Nc1cccc(Cl)c1	-5%	.	.	.	-18	-17%
27	Cc1ccccc1CSc1nnc2ccc(-c3ccncc3)nn12	-9%	1%	13%	-6%	-26	39%
28	COc1ccc2nc(SCC(=O)NCc3ccc(S(N)(=O)=O)cc3)[nH]c2c1	-2%	-3%	-20%	0%	29	-26%
29	O=C1CCC(=O)N1OCCCOc1ccccc1	7%	0%	8%	-12%	?	-14%
30	N#Cc1c(-c2ccccc2)[nH]c(=O)[nH]c1=O	14%	14%	3%	4%	2	-20%
31	Cc1ccc(-c2csc3ncnc(NCCC(=O)O)c23)cc1C	-13%	10%	8%	-11%	-24	-11%
32	CCN(CC(=O)NCc1ccc(Cl)cc1)C(=O)c1ccc(C#N)cc1	1%	-9%	-11%	1%	0	2%
33	CCn1cc(Br)c(C(=O)Nc2ccc(OC)cc2)n1	7%	-3%	0%	-15%	-1	-38%
34	Cc1cc(NC(=O)C(C)C)cc(-c2nc3ncccc3o2)c1O	.	.	-2%	-1%	0	.
35	O=C(CNc1ccccc1N1CCCC1=O)Nc1cc(C(F)(F)F)ccc1-n1cncn1	-1%	.	2%	?	-19	-7%
36	O=C(CSc1nnc(-c2c[nH]c3ccccc23)o1)N1CCCCC1	11%	-3%	-3%	-13%	5	-19%
37	Cc1ccc(S(=O)(=O)CC(=O)N2CCN(c3nc4c(F)cccc4s3)CC2)cc1	.	.	5%	1%	28	.
38	COc1ccc(Cl)cc1NS(=O)(=O)c1ccc2c(c1)NC(=O)CC(=O)N2	.	.	-6%	4%	1	.
39	CCOC(=O)c1c(C)n2c3c(cc(C)cc13)CCC2	10µM*	-12%	0%	8%	?	21%
40	COc1ccc(/C=N/Nc2nnc(-c3ccccc3)c(=O)[nH]2)cc1	6%	-6%	5%	-7%	-100*	-26%
41	FC(F)(F)c1ccc(NCCc2ccccc2)nc1	9%	0%	0%	3%	-34	-11%
42	Cn1c(Nc2ccc(Cl)cc2)cc(=O)n(C)c1=O	5%	-4%	20µM*	8%&26%	-11&1	-3%
43	O=C(c1cccs1)N1CCN(S(=O)(=O)c2cccc(Cl)c2Cl)CC1	2%	.	-5%	?	-38	1%
44	CCc1nc(SCC(=O)Nc2ccccc2OC)n[nH]1	6%	-3%	-2%	?	-2	-15%
45	O=C(NNC(=O)c1cnccn1)c1cccc([N+](=O)[O-])c1	10%	7%	5%	-2%	0	-6%
46	Cc1ccc(OCc2nnc(SCCN3CCOCC3)n2C)cc1	10%	?	?	?	35	13%
47	OCC[C@@H]1C[C@@H](O)[C@H](O)[C@@]2(CCc3ccccc3O2)O1	23%	16%	3%	-12%	-17	-8%
48	CCC(=O)N(NC1=NS(=O)(=O)c2ccccc21)S(=O)(=O)c1ccc(C)cc1	17%	3%	4%	-3%	-6	-5%
49	CS(=O)(=O)N1N=C(c2cccs2)CC1c1ccccc1F (configuration not stated)	13%	3%	9%	5%	?	-21%
50	Cc1cccc(NC(=S)N2CCCC2)c1	8%	-20%	4%	?	46	-12%

Carrying on:
no.	SMILES	HCV inhibitor	FBPA Giardia inh	Sm TGR inh	AmpC inh detg	HCMV inh	AmpC inh no detg
51	CC(C)(C)N1NC2(CCCCC2)NC1=S	28%	?	2%	-3%	1	-11%
52	C/C(=N\NC(=O)c1ccoc1C)c1ccc(Cl)s1	-12%	-1%	2%	?	-33	-10%
53	Cc1ccccc1NC(=O)CCCSc1nc2ccccc2s1	-24%	-9%	-7%	0%	-9	-34%
54	COc1ccc(S(=O)(=O)N(C(C)=O)c2ccc(OC(C)=O)c3ccccc23)cc1[N+](=O)[O-]	?	-23%	-13%	-8%	-30	2%
55	CN1CCC(NC(=O)c2cc(-c3cccc(Br)c3)nc3ccccc23)CC1	11µM*	2%	20%	-1%	-30	31%
56	C=CC[C@@H](CC(=O)N(CCO)Cc1ccccc1)C(=O)N[C@@H](COC(=O)[C@@H](CC=C)Cc1ccc(F)cc1)Cc1c[nH]c2ccccc12	?	.	.	.	51	42%
57	C/C(=N\Nc1cc(N2CCOCC2)ncn1)c1cccc([N+](=O)[O-])c1	0%	3%	-2%[57.1 µM]	-7%	-4	-11%
58	CCOC(=O)c1ccccc1NC(=O)c1cc2c(s1)-c1ccccc1SC2	.	.	0%	-1%	17	.
59	COc1cccc(-c2noc(-c3ccoc3C)n2)c1	7%	4%	0%	0%	157	-26%
60	O=C(c1cccc(S(=O)(=O)N2CCCC2)c1)c1nnc(-c2ccncc2)o1	6%	2%	-3%	?	-13	-17%
61	CC(=O)c1c(C)[nH]c(C(=O)COc2ccc(C#N)cc2)c1C	?	.	-22%	-10%	-8	-13%
62	Cc1ccc2c(c1)c(=O)c1ccccc1n2CCCC(=O)Nc1cc(Cl)ccc1C	.	.	16%	13%	16	.
63	CC(C)c1nc(SCC(=O)c2c[nH]c3ccccc23)n[nH]1	-21%	-12%	12%	-8%	34	-16%
64	COc1cccc(-c2nc(CS(=O)(=O)CC(=O)NCCN3CCOCC3)c(C)o2)c1	-7%	5%	?	-1%	-33	31%
65	COc1cc(/C=C2\SC(=O)N(CC(=O)Nc3cccc(C)c3)C2=O)cc([N+](=O)[O-])c1O	-7%	-5%	-7%	8%	-5	-26%
66	CC1(C)NC(=O)N(CC(O)CN(Cc2ccccc2)Cc2ccccc2)C1=O (configuration not stated)	0%	1%	2%	-8%	4	111%[activator]
67	CN1C(=O)[C@H]2[C@@H](C3CC3)N3C(=O)CN(Cc4ccc(-c5ccccc5)cc4)C(=O)[C@@]3(C)[C@H]2C1=O	17%	-4%	30%	?	14	213%[activator]
68	Cc1c(C(=O)OC2CCCCCC2)[nH]c2c1C(=O)CC(c1ccccc1Cl)C2 (configuration not stated)	.	.	-1%	19%	-15	.
69	CCc1ccc(-n2c(=O)c3ccccc3n(CC(=O)NCc3ccco3)c2=O)cc1	17%	2%	-1%	0%	-40	-21%
70	COc1ccc2c(c1)c(C(=O)CN1CCc3ccccc3C1)c(C)n2C	?	-10%	-6%	4%	66	10%
71	Cc1cccc(N2C(=O)CC(Sc3nnc(C)s3)C2=O)c1 (configuration not stated)	?	-1%	3.5µM*	-4%	6	-28%
72	O=C(Nc1cccc2nsnc12)c1ccc2c(c1)OCO2	-9%	-10%	11%	?	17	-29%
73	C1=CCN(Cc2ccccc2)C1	-5%	13%	4%	?	?	-10%
74	Cc1ccc(Cc2cnc(N)s2)o1	19%	-11%	?	?	7	-20%

No enrichment for hits; 9.9% or so of the library scored in one or more.
